High-throughput results deposited in PubChem BioAssay by several laboratories.
Ins promoter up – insulin promoter activators in MIN6 cells, imaging, high-content screening, mouse beta cells; MIN6 insulin promoter-GFP reporter; hits give high values; 190,000 compounds, 0.3% hits; AID 1625, 2009; z-score at 5 µM;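 active = z-score above 3 at 5 µM with at least 500 cells counted in the well; inconclusive = wells under 500 cells, flagged as cytotoxic or low count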
PMI inhibition – human PMI inhibitors, high substrate, primary screen, biochemical, fluorescence intensity, high mannose 6-phosphate (AID 1220) | 190,000 compounds, 0.66% hits | recombinant PMI enzyme, coupled fluorescence intensity; higher % means a stronger effect | inhibition, % at 20 µM; hits with a dose series show IC50 in µM
PMI inhibitors – inhibitors of human PMI, primary screen, biochemical, fluorescence intensity, coupled assay (AID 1209); inhibition, % at 20 µM, or IC50 in µM where a hit was titrated; purified PMI enzyme, coupled fluorescence intensity; higher % means a stronger effect; 190,000 compounds, 0.42% hits; Mannose-6-phosphate isomerase (Homo sapiens);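 also: plate controls were DMSO vehicle for no effect and wells lacking substrate for full effect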
SV40 large T antigen – SV40 large T antigen inhibitors, biochemical (AID 1903). SV40 large T antigen ATPase/helicase inhibition assay; higher % means a stronger effect. inhibition, % at 20 µM, or IC50 in µM where a hit was titrated. 310,000 compounds, 0.39% hits; in the data active = a potency from the dose series; inconclusive = inhibition mostly from about 32% at the one dose, without a potency; inactive = the rest, 99 in 100 with inhibition below about 32%; also: strong numbers were not always called active
West Nile antiviral – West Nile virus antiviral activity, cell-based, CPE readout (AID 1621); 290,000 compounds, 0.02% hits; West Nile virus-infected cells, CPE inhibition; higher % means a stronger effect; one-dose CPE inhibition, % at 10 µM; IC50 in µM for titrated hits; in the data active = a potency from the dose series; inconclusive = CPE inhibition mostly from about 3.7% at the one dose, without a potency; inactive = the rest, 99 in 100 with CPE inhibition below about 2.2%; also: strong numbers were not always called active
TNAP activation fold – human TNAP enzyme activators, primary screen, biochemical, luminescent, no phosphate acceptor, uHTS (AID 1001); purified TNAP, luminescent activation assay, no phosphate acceptor; higher activation fold means a stronger effect; Alkaline phosphatase, tissue-nonspecific isozyme (Homo sapiens); 200,000 compounds, 0.03% hits; activation fold at 20 µM; hits with a dose series show EC50 in µM; in the data active = activation fold from about 3, or a potency from the dose series; inactive = the rest, 99 in 100 with activation fold below about 1.6; also: many of its hits are not listed in these tables
RSV antiviral HEp-2 – RSV antiviral activity via CPE protection, HEp-2 cells, primary 10 µM value included (AID 2391) | HEp-2 cells, RSV-induced CPE inhibition; higher % means a stronger effect | CPE inhibition, % at 10 µM; hits with a dose series show IC50 in µM | 310,000 compounds, 0.13% hits; in the data active = a potency from the dose series; inconclusive = CPE inhibition mostly from about 23% at the one dose, without a potency; inactive = the rest, 99 in 100 with CPE inhibition below about 21%; also: strong numbers were not always called active
Salmonella PhoP GFP – inhibitors of PhoP regulon expression, primary screen, Salmonella Typhimurium, GFP reporter (AID 1863); S. Typhimurium PhoP-regulated promoter GFP reporter, 4 h; higher % means a stronger effect; inhibition, % at 50 µM; hits with a dose series show IC50 in µM; 300,000 compounds, 0.16% hits;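 active = inhibition over 29.93%, a cutoff 3 SD above the screen mean, later confirmed by dose response; inconclusive = inhibition over 29.93% but no dose response follow-up; inactive = inhibition at most 29.93% or unconfirmed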;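 also: 0% = low Mg2+ inducing control and 100% = high Mg2+ repressing control; strong numbers were not always called active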
CSM14.1 death rescue – rescue of cells from ER stress-induced death, primary screen, 384-well, CSM14.1, thapsigargin, ATP luminescence (AID 1222); one-dose cellular ATP content (survival), % at 20 µM; EC50 in µM for titrated hits; CSM14.1 thapsigargin-induced death rescue, ATP luminescence; higher % means a stronger effect; 190,000 tested, under 10 active;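 active = EC50 below 50 µM in the dose-response confirmation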;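 also: death triggered by thapsigargin at about 15 µM added after 2 h compound pretreatment; cell ATP read after overnight thapsigargin exposure of roughly 18 to 22 hours; normalized against plate controls of thapsigargin alone and 5% DMSO vehicle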
Ins promoter up cell count – second read-out of Ins promoter up, no call of its own (marks repeat the call); cell count; measured here: cytotoxicity, nuclei count;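 total cells summed across four imaged fields per well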
The depositor's hits bear a star; ? = inconclusive; . = not tested or not shown. Rule as the data show it, unless noted: active = inhibition above about 50%; inactive = the rest.

Every second line gives: Ins promoter up	Ins promoter up cell count	PMI inhibition	PMI inhibitors	SV40 large T antigen	West Nile antiviral	TNAP activation fold	RSV antiviral HEp-2	Salmonella PhoP GFP	CSM14.1 death rescue
> O=C1Nc2ccc(S(=O)(=O)NCC3CCCO3)c3cccc1c23 (centres undefined)
 : -0.32	1514	47.0%	20.7%	-3.2%	-0.6%	1.1	4.3%	-9.0%	-1.3%
> Cc1ccsc1C(C(=O)NC1CCCCC1)N(C(=O)Cc1cccs1)C1CC1 (centres undefined)
 : .	.	4.7%	2.9%	3.5%	-0.4%	1.1	-1.3%	-4.8%	3.2%
> COc1ccc(-c2csc(NC(=O)c3c(OC)cccc3OC)n2)cc1
 : .	.	.	.	7.0%	0.2%	.	3.2%	3.5%	.
> COc1ccc(-c2nc(N)n[nH]2)cc1
 : 0.43	712	1.1%	9.9%	19.0%	0.2%	0.4	2.2%	-9.4%	-0.2%
> Cc1ccc(COc2ccsc2C(=O)NN)cc1
 : 0.55	945	-2.3%	-7.0%	5.4%	-1.0%	1.1	1.1%	-5.6%	-0.9%
> COc1cc(OC)c(OC)cc1/C=N/NC(=O)C[n+]1ccccc1
 : 0.69	1359	8.6%	10.2%	6.5%	.	1.2	1.3%	-4.3%	-3.0%
> COc1ccc(CNC(=O)c2c(-c3cc(Cl)c(OC)c(Cl)c3)noc2C)cc1
 : 1.18	923	-0.5%	7.5%	3.4%	-0.2%	0.9	-1.5%	11.4%	0.1%
> Oc1c(N=Nc2ccccc2)sc2ccccc12
 : 0.11	1085	.	.	12.8%	-0.3%	.	0.8%	-11.4%	.
> Cc1ccc(OCC(=O)NS(=O)(=O)c2ccc(Cl)cc2)cc1
 : .	.	.	.	25.3%	-0.1%	.	0.1%	-6.2%	.
> COc1ccc(C2CC(c3ccc(C)cc3)Nc3nc(N)nn32)cc1 (centres undefined)
 : 0.41	1164	0.9%	-4.2%	4.0%	-0.5%	0.9	-0.5%	-13.9%	-2.0%
> O=C(N/N=C/c1ccc2ccccc2c1)c1ccc(COc2ccc3c(c2)CCC3)o1
 : .	.	2.0%	1.2%	6.6%	1.1%	1.1	1.8%	-2.9%	-0.2%
> CCOc1cc(C2C(C(=O)N3CCCCC3)=C(C)NC3=C2C(=O)CCC3)cc(Br)c1O (centres undefined)
 : .	.	-4.1%	7.8%	2.0%	-0.4%	1	1.2%	-13.9%	-3.3%
> O=C(N/N=C\c1ccc2c(c1)OCO2)c1ccco1
 : 0.19	1518	13.9%	14.6%	15.6%	-0.5%	1.2	-0.5%	-0.6%	-4.3%
> COc1ccc(NC(=O)Cn2c(=O)n(-c3ccc(CC(=O)NCc4ccco4)cc3)c(=O)c3ccccc32)cc1
 : 0.45	1307	0.6%	0.3%	6.4%	-0.4%	1.1	-1.4%	-5.2%	0.8%
> O=C(NCc1ccccc1)c1ccc(CN2CCOCC2)cc1
 : .	.	-8.4%	-7.8%	7.3%	0.0%	1.1	0.3%	4.2%	-1.3%
> CCc1ccc(NC(=O)c2cc(C(C)C)on2)cc1
 : 3.36*	1412*	13.3%	10.9%	2.8%	-1.0%	1.1	9.0%	0.6%	-1.3%
> CCn1cc2nc(SCC(=O)Nc3ccc(OC)cc3OC)n(Cc3ccc(OC)cc3)c(=O)c2n1
 : .	.	.	.	6.4%	1.0%	.	-0.1%	-0.1%	.
> COc1ccc(Cl)cc1NC(=S)N1CCN(C(=O)c2ccco2)CC1
 : 1.62	1436	0.6%	3.1%	-1.2%	-0.1%	1.1	.	-4.1%	-1.9%
> CCCNC(=O)COC(=O)c1ccc(S(=O)(=O)N2CCCC2)cc1
 : -0.15	1187	8.5%	-3.8%	0.0%	-0.2%	1.1	1.4%	4.8%	-2.4%
> Cc1ccc(-c2csc3nc(C)n(N)c(=O)c23)o1
 : -0.81	1003	-6.0%	-3.7%	33.8%	0.9%	1.1	26.4%	24.2%	-4.9%
> COc1ccc(NS(=O)(=O)c2cc(-c3cnc(C4CC4)o3)ccc2C)cc1
 : .	.	.	.	-1.0%	2.5%	.	-1.1%	-0.5%	.
> CC(=O)c1ccc(OCc2cc(C(=O)N3CCOCC3)no2)cc1
 : .	.	.	.	2.8%	-0.4%	.	-0.3%	7.4%	.
> COC(=O)/C(=C/c1ccc(OC)cc1)NC(=O)c1ccco1
 : 0.43	1490	7.8%	5.0%	-0.1%	0.8%	1.1	2.4%	-2.3%	-0.1%
> COc1cccc(C(c2sc3ncnn3c2O)N2CCN(C(=O)c3ccco3)CC2)c1 (centres undefined)
 : 0.41	1156	-8.8%	-7.1%	2.5%	0.0%	0.9	1.2%	7.3%	-0.5%
> CC(C)CCSc1nc2[nH]ncc2c(=O)[nH]1
 : -1.88	1327	-9.9%	-8.2%	6.0%	0.0%	1.3	1.4%	7.8%	.
> Cc1cccc(N(CC(=O)NCCc2ccccc2)C(=O)CCC(=O)Nc2ccccn2)c1C
 : .	.	.	.	2.9%	-0.1%	.	1.3%	11.3%	.
> COC(=O)C1CCN(Cc2cn(Cc3ccccc3)nc2-c2cc3ccccc3o2)CC1
 : -0.46	1451	19.9%	17.7%	12.0%	-1.0%	1	1.1%	2.5%	4.7%
> CC(=O)c1cccc(S(=O)(=O)NC2CCSc3ccccc32)c1 (centres undefined)
 : .	.	.	.	0.8%	-1.4%	.	3.9%	3.0%	.
> O=C(O)c1cc(C(=O)C2CC2)c[nH]1
 : -0.64	1328	-8.1%	-26.5%	9.8%	0.6%	1.1	0.7%	-0.2%	-1.4%
> CCc1nnc(NC(=O)CSc2nc(N)c(NC(=O)c3ccc(OC)cc3)c(=O)[nH]2)s1
 : .	.	.	.	10.3%	-0.3%	.	0.5%	-6.7%	.
> O=C(CN1CCOCC1)N1N=C(c2cccs2)CC1c1cccs1 (centres undefined)
 : .	.	-4.2%	-0.8%	4.2%	0.0%	1.1	2.5%	-3.6%	-0.5%
> COc1ccc(-c2noc(CN3CCC(Cc4ccccc4)CC3)n2)cc1
 : -0.16	1166	6.0%	2.4%	0.8%	-0.7%	0.9	0.6%	2.3%	0.5%
> O=C(CN1CCOCC1)Nc1nc2ccc(F)cc2s1
 : -0.16	952	2.8%	-5.1%	8.7%	0.0%	0.8	0.8%	13.0%	-0.4%
> CC(=O)Nc1ccccc1Oc1ccccc1
 : -0.35	1555	-2.9%	1.4%	0.8%	0.1%	1	-0.6%	-12.1%	-1.4%
> CC(C)c1ccc(NC(=O)Cc2cn(C)c3ccccc23)cc1
 : .	.	14.4%	14.6%	5.1%	-0.2%	1.1	1.4%	-5.4%	2.4%
> CCCc1c(O)nc(SCCN(CC)CC)[nH]c1=O
 : -0.67	833	-9.0%	-1.4%	19.2%	1.1%	1	0.3%	-0.9%	-0.6%
> COc1cc(C(=S)N2CCOCC2)cc(OC)c1OC(=O)Cc1ccc(F)cc1
 : 0	1236	6.1%	26.5%	11.9%	-0.6%	1.2	3.8%	-15.1%	1.8%
> O=C(COC(=O)c1nc(Cl)ccc1Cl)NC(=O)c1ccccc1
 : .	.	.	.	8.9%	1.2%	.	2.1%	-0.3%	.
> CCn1nnc(NC(=O)c2ccc(Br)o2)n1
 : .	.	.	.	6.7%	0.1%	.	0.7%	-1.3%	.
> Cn1c(CCNC(=O)c2ccco2)nc2cc(NC(=O)c3ccccc3)ccc21
 : .	.	.	.	10.3%	0.2%	.	2.8%	1.0%	.
> c1ccc(Cn2c(SCc3nc4ccccc4s3)nnc2-c2ccco2)cc1
 : -1.14	1265	-36.2%	-8.3%	35.8%	-0.2%	1.1	?	-13.4%	-2.9%
> Cn1c(=O)c2cc3ccccc3nc2n(C)c1=O
 : 1.52	1106	.	.	7.5%	-0.3%	.	?	-6.1%	.
> O=C(CCS(=O)(=O)c1ccccc1)Nc1ncc([N+](=O)[O-])s1
 : .	.	.	.	6.9%	2.0%	.	1.0%	11.2%	.
> CC(NC(=O)c1cc(S(=O)(=O)N(C)C)ccc1Cl)c1ccc(-n2ccnc2)cc1 (centres undefined)
 : .	.	.	.	13.3%	-0.6%	.	1.8%	-5.2%	.
> O=C(CN1C(=O)CCS(=O)(=O)c2ccccc21)Nc1ccc(Cl)cc1
 : .	.	.	.	8.4%	-0.7%	.	1.6%	-10.7%	.
> O=C(c1ccc2snnc2c1)N1CCCC1
 : 1.63	785	-0.5%	5.3%	11.6%	-0.1%	0.9	1.3%	-2.1%	3.9%
> CC(C)Cn1c(CNC(=O)c2ccccc2)nc2ccccc21
 : -0.03	1244	2.7%	10.7%	-3.3%	-1.4%	1.1	1.0%	9.3%	0.8%
> COc1ccccc1NC(=O)C1=C(C)Nc2nc(-c3ccccc3)nn2C1c1ccccn1 (centres undefined)
 : -0.16	1031	-0.4%	-1.3%	17.4%	0.1%	1.2	2.4%	-1.5%	-0.9%
> CCSc1nnc([C@H](C)NC(=O)OC(C)(C)C)o1
 : 0.01	1285	4.1%	-0.5%	-8.1%	0.1%	1.2	2.0%	5.0%	-1.5%
> CCC1NC(=S)N(C2CCCCC2)C1=O (centres undefined)
 : .	.	6.1%	11.9%	13.1%	-0.1%	1	0.0%	-2.3%	-0.9%
> CC1CCN(C(=O)COC(=O)Cc2ccc(Br)cc2)CC1
 : .	.	.	.	3.7%	-0.2%	.	4.7%	-6.4%	.
> CC(=O)NC1(C(F)(F)F)N=C2SCCN2C1=O (centres undefined)
 : .	.	-3.6%	-2.0%	19.9%	-0.6%	1.1	-0.2%	-12.3%	-0.7%
> COC(=O)CCCC1=CC2=CC(=O)C(C)(OC(=O)c3cccs3)C(=O)C2=CN1c1cccc(C#N)c1 (centres undefined)
 : -0.23	827	.	.	18.0%	0.1%	.	-0.3%	-6.0%	.
> CCOC(=O)c1nnn(-c2nonc2N)c1COc1cc(C)c(Cl)c(C)c1
 : 0.06	1690	10.8%	8.5%	.	-0.2%	0.9	2.4%	.	-1.6%
> Cc1nc(-c2cccnc2)sc1C(=O)Nc1ccc(C(F)(F)F)cc1
 : -0.59	2102	1.9%	5.7%	5.6%	0.3%	0.9	?	-4.1%	-1.8%
> Cn1c(Cn2nnc3ccccc32)nnc1SCC(=O)N1c2ccccc2Sc2ccccc21
 : -1.48	771	-4.8%	-8.1%	8.5%	-1.0%	1	2.6%	3.7%	5.7%
> CN(C)C(=S)SCC(=O)NC(=O)NC(C)(C)C
 : -0.38	1270	-2.3%	-3.8%	7.3%	-0.1%	1.1	1.4%	5.5%	0.6%
> CCOC(=O)CSc1nc2c(cnn2-c2ccc(Cl)cc2)c(=O)[nH]1
 : .	.	.	.	3.9%	-0.2%	.	1.5%	-4.0%	.

Compounds as they come; about 1.5% have a hit in one of these screens.
